Screening results as filed in PubChem.
PTEN del growth = growth suppressors of cells with PTEN tumor suppressor deletion | viability, % at 10 µM | 140,000 compounds, 1.2% hits | HCT116 PTEN-null viability, CellTiter-Glo, 60 h; active compounds read low;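 active means viability at or below a set limit, 4 SD under the median of all tested compounds, cut at about 3.7% in these data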;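 further: PTEN knockout HCT116 line with beta catenin targeted HCT116 as companion control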
MRP1 act = MRP-1 activation. H69AR cells + doxorubicin, viability rescue, CellTiter-Glo. viability increase, % at 10 µM. AID 799. 140,000 compounds, 0.61% hits;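 active means viability gain under doxorubicin at or above a set limit, the compound median plus 3 SD, cut at about 4.7% in these data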;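 further: MRP-1 overexpressing cells given doxorubicin 25 µM after compound pretreatment; 18-22 h compound pretreatment then 72 h with doxorubicin before readout; 0% = doxorubicin-only wells and 100% = vehicle-treated cells without doxorubicin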
Phagocytosis inh = blocks phagocytosis by macrophages; inhibition, % at 5 µM; 110,000 compounds, 0.07% hits; J774A.1 macrophage IgG-bead phagocytosis, imaging; AID 1029;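 active means inhibition above the mean of the plate negative controls plus 5 SD, cut at about 13% in these data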;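 further: phagocytic index as fraction of beads internalized from green versus red external bead signal; plate controls were DMSO negative control for no effect and cytochalasin-D positive control for full effect; some results beyond the cut were filed as inactive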
E-sel TNF inh = TNF alpha driven E-selectin expression inhibition; HUVEC TNFa-induced E-selectin immunofluorescence, high content; inhibition, % at 2 µM; 120,000 compounds, 0.71% hits; AID 1246;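 active means inhibition above the batch mean plus 3 SD, and confirmed as a hit on visual image review, cut at about 43% in these data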;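 further: 0% = TNF-stimulated DMSO wells and 100% = unstimulated control wells; not every result past the cut was called active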
bCat KO growth = beta-catenin-lacking colon tumor cell growth suppression. viability, % at 10 µM. AID 818. HCT116 beta-catenin knockout viability, CellTiter-Glo, 60 h; active compounds read low. 140,000 compounds, 1.5% hits;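 active means viability at or under a set limit, the compound median less 4 SD, cut at about 6% in these data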;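 further: 0% = Hyamine 1622 control at 20 µM and 100% = untreated cell control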
Measles CPE = protection of cells from measles virus | Measles virus-infected cells, CPE protection, absorbance | protection (pct of control), % at 4 µM | 140,000 compounds, 1.5% hits; in the data active means protection mostly above about 24%, no sharp cut-off; inactive means mostly below about 26%; further: some compounds called inactive have numbers as strong as hits
NPY-Y2 antag = blocks the human neuropeptide Y Y2 receptor; P49146; NPY-Y2 expressing cells, antagonist mode; inhibition, % at 2.7 µM; 140,000 compounds, 0.99% hits; AID 793; in the data active means inhibition above about 17%;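 further: 0% = vehicle with agonist challenge and 100% = reference antagonist with challenge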
Target sequence (P49146 whole entry, looked up): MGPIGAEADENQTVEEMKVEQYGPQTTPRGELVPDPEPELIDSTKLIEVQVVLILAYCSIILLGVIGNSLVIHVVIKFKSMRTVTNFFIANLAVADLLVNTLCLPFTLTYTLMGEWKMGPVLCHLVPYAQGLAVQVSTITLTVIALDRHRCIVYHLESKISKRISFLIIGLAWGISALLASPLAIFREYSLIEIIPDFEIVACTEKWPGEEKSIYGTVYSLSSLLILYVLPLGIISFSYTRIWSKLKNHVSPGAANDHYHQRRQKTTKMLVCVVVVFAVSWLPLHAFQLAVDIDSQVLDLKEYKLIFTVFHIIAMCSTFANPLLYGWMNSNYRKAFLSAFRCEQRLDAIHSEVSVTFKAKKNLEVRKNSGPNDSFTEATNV
Yeast growth inh = yeast BB579 growth reduction in restrictive medium | S. cerevisiae BB579 growth, OD615, 48 h | inhibition, % at 10 µM | 140,000 compounds, 0.51% hits;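 active means inhibition above a set limit, 3 SD over the mean compound inhibition, cut at about 44% in these data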; further: inactives centre near -24
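Assay system: S. cerevisiae DeaD strain BB579 yeast. Medium: CSMM-D restrictive synthetic medium containing dextrose (glucose). Times: 4 h cell preincubation, 48 h compound exposure, 30 °C humidified. Signal: OD615 turbidity measurement. Benchmarks: positive control amphotericin B 10 µg/mL.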
GALR2 antag = antagonists of human galanin receptor 2 (GALR2). 140,000 compounds, 0.39% hits. O43603. GALR2-expressing cells, antagonist mode. inhibition, % at 4 µM; in the data active means inhibition above about 27%;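 further: cells stimulated with galanin 1-16 at roughly its EC80; 0% = agonist challenge control and 100% = basal control without agonist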
Target sequence (O43603 whole entry, looked up): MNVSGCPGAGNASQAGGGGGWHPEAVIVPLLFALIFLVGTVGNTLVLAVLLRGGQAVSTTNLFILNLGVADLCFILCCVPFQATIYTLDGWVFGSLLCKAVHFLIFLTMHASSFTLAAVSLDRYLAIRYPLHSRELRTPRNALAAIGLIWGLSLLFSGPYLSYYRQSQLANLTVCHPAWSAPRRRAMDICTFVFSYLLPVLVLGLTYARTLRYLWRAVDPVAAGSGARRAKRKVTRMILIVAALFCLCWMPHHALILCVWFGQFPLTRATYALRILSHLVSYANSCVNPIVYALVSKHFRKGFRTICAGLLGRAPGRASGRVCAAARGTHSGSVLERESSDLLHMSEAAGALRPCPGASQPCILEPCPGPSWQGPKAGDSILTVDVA
Yeast life ext = yeast lifespan extension. 130,000 compounds, 0.68% hits. S. cerevisiae growth with nicotinamide, OD615; deaD strain in restrictive glucose medium. AID 775. inhibition of the nicotinamide effect, % at 10 µM;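 active means inhibition above a set limit, placed 3 SD over the median of all compounds, cut at about 26% in these data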;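 further: 0% = nicotinamide-treated wells and 100% = cells grown without nicotinamide; some compounds called inactive have numbers as strong as hits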
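System: DeaD-strain S. cerevisiae / Buffer or medium: CSMM-D, restrictive glucose (dextrose) synthetic minimal medium / Probe or stimulus: nicotinamide, 1.5 mM, co-present with compound / Compound: one concentration, 10 µM, DMSO 0.25% / Incubation: 48 h compound exposure at 30 °C, humidified / Technique: optical density (absorbance) at 615 nm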
Active calls of the source: *; · = not tested or not shown.

SMILES	PTEN del growth	MRP1 act	Phagocytosis inh	E-sel TNF inh	bCat KO growth	Measles CPE	NPY-Y2 antag	Yeast growth inh	GALR2 antag	Yeast life ext
COc1ccc(C2C(C#N)=C(N)Nc3onc(C(C)(C)C)c32)c(OC)c1 (centres undefined)	80.0	-3.8	-1.3	·	70.2	3.9	2.5	3.2	-7.9	14.9
O=C(Oc1ccccc1Cl)c1ccc(N2CCOCC2)c([N+](=O)[O-])c1	94.2	-0.9	·	3.3	97.1	4.8	1.7	-53.1	2.8	-2.6
Cc1ccc2nc3sc(C(=O)N4CCCc5ccccc54)c(N)c3cc2c1	37.0	-0.2	-0.3	-20.5	26.6	4.1	2.3	-50.0	-2.4	-8.8
COc1ccc(Cc2nc(-c3ccccc3)no2)cc1	103.1	-0.7	-0.1	5.4	105.6	25.8	2.9	-25.0	3.3	-11.9
CCOC(=O)Cc1c(C)nc2c(C#N)c(C)nn2c1C	85.4	-3.8	-0.5	16.3	86.9	4.5	2.8	-25.9	-3.3	-10.6
CCOc1cc(NC(=O)C2CCCO2)c(OCC)cc1NC(C)=O (centres undefined)	106.1	-1.7	8.8	-42.6	89.2	10.4	2.7	-17.0	1.5	-5.6
CCOc1ccc2nc(NC(=O)c3cccnc3)sc2c1	95.6	0.6	-0.2	-6.0	100.5	1.5	0.4	-52.5	0.2	-2.4
COc1cccc(OC)c1C(=O)NC(=S)Nc1ccc2c(c1)Cc1ccccc1-2	92.6	-1.1	0.7	24.7	88.8	5.5	0.4	-18.4	3.0	-10.6
O=C(Cn1c(C(F)(F)F)nc2ccccc21)c1ccccc1	76.5	-2.8	-2.2	-17.8	74.4	4.8	0.2	-20.8	-11.8	-12.9
O=C1C2C3C=CC(C3)C2C(=O)N1CNc1ccccc1 (centres undefined)	83.9	-3.5	·	7.2	89.2	34.5	-2.8	-44.1	-19.3	-19.0
COc1cccc2c(=O)c(C/C=C(/C)Cl)c(C)[nH]c12	79.0	-2.3	-0.7	-23.6	87.8	14.7	2.3	-9.9	-1.4	-14.6
c1coc(CN2CN=C(Nc3nc4ccccc4s3)NC2)c1	94.9	1.7	-0.7	-7.1	94.1	10.7	-0.7	3.7	-2.4	-16.6
O=C(CN1CCCCC1)Nc1ccc(S(=O)(=O)N2CCOCC2)cc1	95.3	-0.6	0.8	-8.8	97.0	-0.4	-0.2	-4.5	7.8	-10.2
COC(=O)C1=C(Nc2ccc(C)cc2)C=C(C)C(C(=O)OC)C1c1cccc(OC)c1 (centres undefined)	21.9	-6.0	·	4.3	23.1	4.4	10.4	-18.3	-0.2	·
COc1ccc(C(=O)NC2CCCCCC2)cc1S(=O)(=O)N1CCCc2ccccc21	89.2	2.7	-0.1	8.0	88.1	3.4	-0.6	-8.8	3.0	-5.4
CC1CC(C)CN(C(=O)COC(=O)c2cc3ccccc3cc2O)C1 (centres undefined)	74.4	-1.1	-0.6	-45.0	73.1	12.5	6.4	-26.5	7.8	-10.7
O=C1/C(=C/c2cccs2)Sc2ccccc21	80.8	-4.8	-3.7	-5.5	83.7	18.1	2.4	-46.3	5.3	-5.4
Cc1ccc(/C=N/c2sc(Cc3ccccc3)c(C)c2C(N)=O)o1	70.0	-1.7	-4.5	·	69.2	21.1	5.8	-30.5	8.5	0.7
Cn1nc([N+](=O)[O-])nc1Sc1nnc(-c2ccccc2)o1	2.6*	-5.5	1.7	9.0	3.4*	2.5	0.8	32.4	16.1	-4.5
O=C(Nc1ccc(/C=C/c2nc3ccccc3o2)cc1)c1cccc(C(F)(F)F)c1	66.6	-6.2	-1.8	19.3	85.1	18.2	2.5	-30.5	-11.1	-8.2
CC1Oc2ccccc2N(Cc2ccccc2Cl)C1=O (centres undefined)	70.7	-4.0	·	·	71.1	5.3	3.6	-46.6	18.7	-0.5
CC1CC(C)CN(C(=O)Cn2c(=O)n(CCCCC(=O)NCc3ccco3)c(=O)c3ccccc32)C1 (centres undefined)	101.2	-1.4	-1.4	0.8	92.7	30.8	-0.7	-33.3	1.3	-2.0
CCOc1ccc(-c2nnn(CC(=O)NCc3ccc(F)cc3)n2)cc1OCC	96.3	-0.3	-0.3	11.2	101.8	7.2	6.4	0.1	-7.2	-8.1
COc1cc(NC(=O)c2c(F)c(F)c(F)c(F)c2F)c(OC)cc1Cl	64.1	-2.3	0.3	-53.4	66.5	13.8	2.3	0.2	2.7	-15.1
COc1ccc(NC(=O)CN(C)S(=O)(=O)c2cccc3nsnc23)cc1OC	99.2	1.0	2.0	-28.2	91.5	3.9	-0.2	-21.0	0.6	-4.5
CCc1cc(C(=O)c2ccc(C)cc2)c(NC(=O)CCl)s1	49.3	-5.5	-3.3	·	51.7	21.4	0.6	-45.8	21.7	-0.6
CC(=O)O[C@H]1C[C@@]2(C)[C@@H](C[C@@H](O)[C@H]3[C@@]4(C)CC[C@@H](O)[C@@H](C)C4CC[C@@]32C)/C1=C(\CCC=C(C)C)C(=O)O (some centres undefined)	91.7	-2.9	·	·	97.7	1.4	0.3	-36.1	-2.3	7.5
Nc1nc(SCc2ccccc2Cl)[nH]c(=O)c1-c1ccccc1	108.8	4.0	·	-7.2	89.7	19.3	2.6	-7.5	20.8	·
CN(C)S(=O)(=O)c1ccc(NC(=O)C2COc3ccccc3O2)cc1 (centres undefined)	97.0	-1.8	·	1.6	94.2	13.0	6.7	-35.2	0.4	13.5
COCCNC(=O)COC(=O)/C=C/c1c(C)nn(Cc2ccc(Cl)cc2Cl)c1Cl	78.9	-3.9	0.7	10.9	82.2	9.7	4.0	-38.1	-9.0	-9.8
c1ccc2c(COn3nnc4ccccc43)cccc2c1	89.1	0.1	-0.2	4.6	95.1	6.3	7.3	-53.6	-5.0	-13.2
CCOc1cccc(NC(=O)CSc2nncn2N)c1	94.0	0.8	-0.7	9.4	104.3	8.1	3.1	-36.4	-13.9	1.4
NCCS	96.0	0.0	·	·	93.2	14.9	0.7	-12.7	-6.5	3.7
Cc1ccc(Cn2cc(/C=N/Nc3ccc([N+](=O)[O-])cn3)c3ccccc32)cc1	54.1	-4.2	-18.0	-0.3	54.2	6.9	1.4	-32.2	13.7	3.4
COc1cc(NC(=O)C23CC4CC(C2)CC(n2cnc([N+](=O)[O-])n2)(C4)C3)cc(OC)c1	86.9	-3.0	1.6	·	91.0	2.7	0.6	5.8	-3.4	-1.7
COc1cccc(Nc2ncccc2C(=O)Nc2ccccc2)c1	72.6	-3.6	-1.0	2.3	88.0	1.6	-3.6	-27.6	7.3	-9.1
Cc1cccc(N2CCN(S(C)(=O)=O)CC2)c1C	99.7	-1.4	-0.4	-13.0	100.8	20.5	2.6	-34.7	-6.0	-4.0
Nc1nc(SCC(=O)NN(c2ccccc2)c2ccccc2)n[nH]1	92.3	-2.0	6.3	·	100.3	6.0	2.5	-6.6	7.1	-0.2
COc1ccc(C)cc1NC(=O)CSc1nnc(-c2ccc(Br)cc2)o1	90.8	0.4	-0.8	-7.7	81.0	2.3	3.6	-29.1	-3.3	-20.7
CS(=O)(=O)N(CC(O)Cn1c2ccccc2c2ccccc21)c1cccc2ccccc12 (centres undefined)	12.2	-6.5	-0.2	3.3	24.1	9.7	-2.5	-32.9	-6.9	-2.6
C=CCn1c(SCC(=O)c2[nH]c(C)c(C(C)=O)c2C)nnc1-c1ccncc1	77.5	-1.2	·	28.5	79.5	12.1	2.5	-65.9	-2.0	-9.0
COC(=O)c1ccc(C)c(NC(=O)CN(c2cc(OC)ccc2OC)S(C)(=O)=O)c1	68.3	-2.0	1.5	·	72.8	1.9	-0.3	-25.5	1.0	-13.5
Oc1ccc(-c2nc3ccccn3c2NCc2ccc3c(c2)OCO3)cc1	77.8	-3.4	3.8	·	87.7	10.0	2.2	6.0	13.3	-22.7
Cc1ccc(C=Nc2ccccc2C#N)s1	104.5	2.3	4.3	·	100.8	8.2	1.7	-31.9	1.4	1.2
Nc1cc(C(=O)O)ccc1Nc1ccccc1	98.2	-1.9	-1.5	24.8	112.2	24.5	0.9	-47.0	14.3	-12.7
CNC(=O)NC(=O)C(OC(=O)c1cccc(S(=O)(=O)N2CCCCC2)c1)c1ccccc1 (centres undefined)	102.3	-2.3	-6.6	·	99.4	18.5	-2.3	-5.1	2.5	-3.2
COc1ccc(-c2oc(/N=C/N3CCOCC3)c(C#N)c2-c2ccc(OC)cc2)cc1	87.3	0.1	0.0	·	92.6	1.9	-2.3	-32.1	3.8	-17.5
O=C(c1cccc(N2C(=O)C3C4C=CC(C4)C3C2=O)c1)N1CCCCCC1 (centres undefined)	93.8	-1.6	0.3	·	99.9	8.6	1.5	-24.0	-15.5	1.4
COc1ccc(OCCNC(=S)Nc2cccc3ccccc23)cc1	101.3	-2.1	0.1	-45.9	85.1	4.5	11.1	-43.3	16.0	-11.9
CCOC(=O)c1cc2c(=O)n3ccccc3nc2n(CCOC)c1=NC(=O)C(C)(C)C	89.1	-2.4	·	·	81.5	1.3	2.3	-8.4	-17.7	-18.7
CN(c1ccccc1)C(c1ccc(F)cc1)c1nnnn1C1CCCC1 (centres undefined)	61.2	-3.9	-0.6	6.0	67.0	27.0	11.4	-17.7	8.8	-4.3
O=C(NCCc1nc2ccccc2[nH]1)/C(=C/c1ccco1)NC(=O)c1ccccc1Br	92.8	-3.1	6.6	-4.2	102.0	6.1	0.8	-21.7	6.5	2.5
Cc1ccc(NC2=C/C(=N/S(=O)(=O)c3cccs3)c3ccccc3C2=O)cc1	0.5*	-4.9	-0.2	·	1.2*	5.8	-12.3	-44.8	3.1	14.5
Cc1ccc(CN2CCN(/N=C/c3sccc3C)CC2)c(C)c1	92.3	0.2	-2.2	·	89.1	11.0	8.5	-7.1	2.8	5.0
CC(C)CSc1nnc2c(n1)[nH]c1ccccc12	79.0	-3.3	-0.2	-2.6	88.0	5.1	0.3	-52.4	-9.7	-8.9
COc1ccccc1C(=O)Nc1ccc(N2CCN(Cc3ccccc3)CC2)cc1	66.2	-0.1	-1.4	-5.8	64.2	3.0	2.2	-24.6	3.0	-16.2
O=C(c1cccs1)N1CCN(Cc2ccncc2)CC1	93.5	-2.1	-0.9	·	98.2	9.2	2.5	-48.6	-9.0	-6.9
O=C(COc1ccccc1O)Nc1ccccc1Cl	79.1	-4.6	·	·	88.6	24.1	3.4	-38.9	14.4	-24.3
O=C(Cc1cccs1)N(c1ccc(F)cc1)C1(C(=O)NC2CCCCC2)CCCC1	86.2	-0.2	-4.9	·	87.3	7.5	9.8	-21.7	9.3	2.8
